Screening data deposited in PubChem BioAssay by Broad Institute.
Mtb BioA inh – M. tuberculosis BioA enzyme inhibitors, primary screen, biochemical, plate reader, single point, HTS; AID 602481, 2012; 360,000 compounds, 0.096% hits; purified M. tuberculosis BioA enzyme; 7,8-diaminopelargonic acid synthase BioA (Mycobacterium tuberculosis); inhibition, % at 9.99 µM; in the data active = inhibition above about 40%
TcdB inh – TcdB glycohydrolase inhibitors, primary screen, biochemical, single point, plate reader | TcdB glycohydrolase enzymatic assay | inhibition, % at 9.99 µM | Toxin B (Clostridioides difficile), P18177 | 350,000 compounds, 0.24% hits | AID 652162, 2013; in the data active = inhibition above about 10%
The depositor's hits bear a star.

A first look (3 entries):
SMILES	Mtb BioA inh	TcdB inh
Cc1noc(C)c1NC(=O)N[C@H]1CC[C@H](CC(=O)N2CCCCC2)O[C@@H]1CO	1.2	-1.5
Cc1ccc(-c2ccc3c(c2)O[C@@H](CN(C)C(=O)C2CC2)[C@@H](C)CN([C@H](C)CO)S3(=O)=O)cc1	1.2	1.9
COC(=O)[C@@H]1[C@@H](CO)[C@@H]2Cn3c(ccc(-c4ccccc4)c3=O)[C@H]1N2CC1CCCCC1	1.3	1.7

The listing (from the top)
SMILES	Mtb BioA inh	TcdB inh
Cc1noc(C)c1NC(=O)N[C@H]1CC[C@H](CC(=O)N2CCCCC2)O[C@@H]1CO	1.2	-1.5
Cc1ccc(-c2ccc3c(c2)O[C@@H](CN(C)C(=O)C2CC2)[C@@H](C)CN([C@H](C)CO)S3(=O)=O)cc1	1.2	1.9
COC(=O)[C@@H]1[C@@H](CO)[C@@H]2Cn3c(ccc(-c4ccccc4)c3=O)[C@H]1N2CC1CCCCC1	1.3	1.7
Cc1noc(C)c1NC(=O)Nc1ccc2c(c1)C(=O)N([C@@H](C)CO)C[C@H](C)[C@@H](CN(C)S(C)(=O)=O)O2	-0.6	3.0
COc1ccc(NC(=O)Nc2cccc3c2O[C@H](CN(C)S(=O)(=O)c2ccc(C)cc2)[C@H](C)CN([C@H](C)CO)C3=O)cc1	-2.7	-1.0
C[C@H](CO)N1C[C@H](C)[C@@H](CN(C)Cc2ccccc2)Oc2cc(C#CC(C)(C)O)ccc2S1(=O)=O	4.0	0.6
C[C@@H]1CN([C@H](C)CO)C(=O)c2cccc(NC(=O)Nc3ccc(C(F)(F)F)cc3)c2O[C@@H]1CN(C)Cc1ccc(-c2ccccc2)cc1	-1.6	-0.1
C[C@@H]1CN([C@H](C)CO)C(=O)c2cc(NC(=O)Cc3cn(C)c4ccccc34)ccc2O[C@@H]1CN(C)C(=O)Nc1cccc2ccccc12	-0.6	-1.4
C[C@@H]1CN([C@@H](C)CO)C(=O)Cc2cc(N(C)C)ccc2O[C@@H]1CN(C)S(=O)(=O)c1cccs1	-0.2	-1.0
C[C@@H]1CN([C@@H](C)CO)C(=O)c2cc(NC(=O)CCCN(C)C)ccc2O[C@@H]1CN(C)Cc1ccc(Cl)c(Cl)c1	1.3	0.7
C[C@@H]1CN([C@H](C)CO)C(=O)c2cc(NC(=O)Cc3ccccc3)ccc2O[C@@H](C)CCCCO[C@@H]1CN(C)CC1CCCCC1	-2.4	-0.1
COCC#Cc1ccc([C@H]2[C@@H](CO)N3CCCCN(S(=O)(=O)c4ccc(OC)cc4)C[C@H]23)cc1	-2.6	-0.7
Cc1noc(C)c1NC(=O)N(C)C[C@H]1OCc2ccccc2-c2c(n(C)c3ccccc23)C(=O)N([C@H](C)CO)C[C@@H]1C	1.4	-1.3
C[C@H](NC(=O)C[C@@H]1CC[C@@H](NC(=O)CN2CCOCC2)[C@@H](CO)O1)c1ccccc1	0.6	0.4
C[C@H](CO)N1C[C@H](C)[C@H](CN(C)C(=O)Nc2ccc(C(F)(F)F)cc2)OCCCC[C@H](C)Oc2ccc(NS(C)(=O)=O)cc2C1=O	-2.2	1.0
C[C@@H]1CN([C@H](C)CO)C(=O)c2cc(NC(=O)Nc3cccc4ccccc34)ccc2O[C@@H]1CN(C)C	1.6	-0.8
CO[C@H]1CN(C)C(=O)c2ccc(NC(=O)Nc3ccccc3)cc2OC[C@H](C)N(CC2CC2)C[C@H]1C	1.0	0.7
C[C@H](CO)N1C[C@H](C)[C@H](CN(C)S(=O)(=O)c2cccs2)Oc2ccc(NC(=O)CCCN(C)C)cc2C1=O	11	0.2
CCC(=O)Nc1ccc2c(c1)C(=O)N(C)[C@@H]1CC[C@H](CC(=O)NC3CCCC3)O[C@@H]1CO2	-0.8	0.6
O=S(=O)(NCC[C@H]1CC[C@H](NS(=O)(=O)c2cccc(Cl)c2)[C@@H](CO)O1)c1cccc(F)c1	0.9	0.1
COc1cccc(-c2ccc3n(c2=O)C[C@@H]2[C@@H](CO)[C@H](C(=O)N(C)C)[C@H]3N2CC2CC2)c1	1.3	0.4
CCCN(C)C[C@@H]1OCc2cnnn2CCCC(=O)N([C@@H](C)CO)C[C@H]1C	-0.7	-0.5
O=C(C[C@H]1CC[C@H](NC(=O)c2ccc(F)cc2)[C@@H](CO)O1)NCc1ccncn1	-1.7	1.8
CNC[C@@H]1Oc2ccc(NC(=O)Nc3ccc(C(F)(F)F)cc3)cc2C(=O)N([C@@H](C)CO)C[C@H]1C	0.6	-4.8
CCCC#Cc1ccc2c(c1)O[C@@H](CN(C)Cc1ccccc1)[C@@H](C)CN([C@H](C)CO)S2(=O)=O	-2.2	1.6
CCC(=O)N1[C@H](CN(CC)C(C)=O)[C@@H](c2ccc(-c3cccnc3)cc2)[C@@H]1CO	18	-0.2
CNC[C@@H]1Oc2ncc(Br)cc2C(=O)N([C@@H](C)CO)C[C@H]1C	-0.9	1.9
C[C@@H]1CN([C@@H](C)CO)C(=O)c2cc(NS(=O)(=O)c3ccccc3)ccc2O[C@@H](C)CCCCO[C@H]1CN(C)C(=O)Nc1cccc2ccccc12	-1.2	0.0
C[C@@H]1CN([C@H](C)CO)C(=O)c2cccc(NS(=O)(=O)c3cn(C)cn3)c2O[C@H]1CN(C)C(=O)NC1CCCCC1	0.0	0.6
CCCNC(=O)NC[C@@H]1[C@@H](c2ccc(C3=CCCCC3)cc2)[C@@H](CO)N1C(C)=O	1.0	-0.1
C[C@H](CO)N1C[C@H](C)[C@H](CN(C)S(=O)(=O)c2cccs2)Oc2ccc(NC(=O)Nc3ccccc3)cc2CC1=O	0.3	-0.2
CO[C@@H]1CN(C)C(=O)c2ccc(NC(=O)C3CCCC3)cc2OC[C@H](C)N(CC2CC2)C[C@H]1C	2.1	0.6
O=C(C[C@H]1CC[C@H]2[C@@H](COC[C@H](O)CN2C(=O)Nc2ccccc2)O1)NCCc1ccncc1	0.5	-0.2
C[C@H]1CN([C@@H](C)CO)C(=O)c2cc(NS(=O)(=O)c3cn(C)cn3)ccc2O[C@@H]1CN(C)Cc1ccccc1	2.4	-0.9
CNC[C@H]1Oc2ccc(NS(=O)(=O)c3c(C)noc3C)cc2CC(=O)N([C@@H](C)CO)C[C@@H]1C	-0.2	0.0
O=C([C@@H]1[C@@H](CO)[C@@H]2Cn3c(ccc(-c4ccccc4)c3=O)[C@H]1N2Cc1cccnc1)N1CCOCC1	-1.0	-0.2
OC[C@H]1[C@H](c2ccc(C#CC3(O)CCCC3)cc2)[C@@H]2CN(Cc3cncnc3)CCCCN12	2.8	0.5
CN1CCN(C(=O)C[C@H]2CC[C@@H]3[C@H](COC[C@H](O)CN3Cc3ccc4c(c3)OCO4)O2)CC1	-1.0	-1.9
C[C@@H]1CCCCO[C@@H](CN(C)Cc2ccc3c(c2)OCO3)[C@@H](C)CN([C@@H](C)CO)C(=O)c2cc(NC(=O)c3ccncc3)ccc2O1	2.8	-1.4
O=C(N[C@H]1C=C[C@@H](CC(=O)N2CCN(c3ccccc3)CC2)O[C@H]1CO)c1ccccc1	4.0	0.7
CN1[C@@H]2Cn3c(cccc3=O)[C@H]1[C@@H](C(=O)NCC1CC1)[C@@H]2CO	-1.1	0.0
C[C@@H]1CN([C@@H](C)CO)C(=O)c2cc(NC(=O)Cn3cnnn3)ccc2O[C@H]1CN(C)C(=O)Nc1cccc2ccccc12	4.5	1.3
C[C@@H]1CN([C@@H](C)CO)C(=O)c2cccc(NS(=O)(=O)c3cn(C)cn3)c2O[C@@H]1CN(C)C(=O)Nc1cccc2ccccc12	-1.2	-2.0
C[C@@H]1CCCCO[C@@H](CN(C)Cc2ccc(C(F)(F)F)cc2)[C@H](C)CN([C@H](C)CO)C(=O)c2cc(NC(=O)Nc3ccc(F)cc3)ccc2O1	-3.8	0.7
C[C@@H]1CN([C@@H](C)CO)S(=O)(=O)c2ccc(C#CC3CC3)cc2O[C@H]1CN(C)Cc1ccccc1F	-1.5	-1.0
C[C@H]1CN([C@@H](C)CO)C(=O)Cc2cc(NS(=O)(=O)c3cn(C)cn3)ccc2O[C@H]1CN(C)CC1CC1	-1.6	-1.0
CC(=O)N1CCCCN2[C@H](C1)[C@@H](c1ccc(-c3ccc(F)cc3)cc1)[C@@H]2CO	1.0	-0.4
CCCNC(=O)Nc1ccc2c(c1)OC[C@@H](C)N(Cc1ccncc1)C[C@H](C)[C@@H](OC)CN(C)C2=O	-0.8	0.5
CCS(=O)(=O)N1CCCCN2[C@H](CO)[C@H](c3ccc(-c4ccc(C(=O)N(C)C)cc4)cc3)[C@@H]2C1	-1.2	-0.9
Cc1ccc(S(=O)(=O)N(C)C[C@@H]2Oc3ccc(NC(=O)NC4CCCCC4)cc3CC(=O)N([C@H](C)CO)C[C@@H]2C)cc1	-0.9	-0.8

Additional entries.
SMILES	Mtb BioA inh	TcdB inh
O=C(O)C[C@H]1C[C@@H]2c3cc(NC(=O)Nc4ccccc4)ccc3O[C@@H]2[C@H](CO)O1	-0.9	-1.1
CO[C@@H]1CN(C)C(=O)c2ccc(NC(=O)Nc3ccccc3Cl)cc2OC[C@@H](C)N(C(C)=O)C[C@H]1C	0.5	0.3
C[C@@H]1CN([C@H](C)CO)C(=O)c2cc(C#CC3CCCCC3)cnc2O[C@@H]1CN(C)S(=O)(=O)c1ccc(F)cc1	-5.6	-3.3
CCC(=O)N(C)C[C@@H]1Oc2ncc(-c3ccccc3C)cc2C(=O)N([C@@H](C)CO)C[C@H]1C	1.1	0.7
N#C[C@@H]1[C@H](c2ccc(-c3cccnc3)cc2)[C@@H](CO)N1C(=O)C1CC1	-0.5	1.2
C[C@@H]1CN([C@H](C)CO)C(=O)c2cc(NC(=O)CCCCCC(=O)Nc3ccccc3N)ccc2O[C@@H]1CN(C)C(=O)Nc1ccc2c(c1)OCO2	1.7	-0.2
CN(C)C(=O)c1cc2c(c(-c3cccc(C4=CCCCC4)c3)n1)[C@H](CCO)N(S(C)(=O)=O)C2	-3.2	0.0
C[C@@H]1CN([C@@H](C)CO)C(=O)c2cccc(NC(=O)C3CCOCC3)c2O[C@H]1CN(C)Cc1ccncc1	-1.7	-0.2
C[C@@H]1CCCCO[C@H](CN(C)CC2CCCCC2)[C@@H](C)CN([C@H](C)CO)C(=O)c2cc(NS(=O)(=O)c3ccc(F)cc3)ccc2O1	0.7	0.2
C[C@@H]1CN([C@H](C)CO)C(=O)Cc2cc(NS(=O)(=O)c3cn(C)cn3)ccc2O[C@@H]1CN(C)Cc1ccncc1	-3.7	-1.2
C[C@H](CO)N1C[C@H](C)[C@H](CN(C)Cc2ccccc2)Oc2ncc(C3=CCCC3)cc2C1=O	2.0	0.3
C[C@@H]1CN([C@H](C)CO)C(=O)c2cc(NC(=O)Cc3cn(C)c4ccccc34)ccc2O[C@H]1CN(C)Cc1ccc(Oc2ccccc2)cc1	-1.4	-0.6
COc1ccc(S(=O)(=O)Nc2ccc3c(c2)C(=O)N([C@@H](C)CO)C[C@@H](C)[C@H](CN(C)S(=O)(=O)c2ccc(C)cc2)OCCCC[C@@H](C)O3)cc1	0.3	-0.8
O=C(C[C@@H]1CC[C@H]2[C@@H](COC[C@H](O)CN2Cc2ccc(F)cc2)O1)N1CCc2ccccc2C1	2.3	-2.2
CCCN1[C@H](C(=O)NCC)[C@@H](CO)[C@@H]2Cn3c(ccc(-c4ccccc4F)c3=O)[C@@H]21	0.2	1.8
CCCN(C)C[C@@H]1OCCCC[C@@H](C)Oc2ccc(NS(=O)(=O)c3ccc(C)cc3)cc2C(=O)N([C@H](C)CO)C[C@@H]1C	-4.7	-0.3
C[C@H](CO)N1C[C@H](C)[C@H](CN(C)S(=O)(=O)c2ccccc2)OCCCC[C@H](C)Oc2ccc(NC(=O)Nc3ccccc3)cc2C1=O	0.0	0.4
C[C@H]1CN([C@@H](C)CO)S(=O)(=O)c2ccc(-c3cccc(C#N)c3)cc2O[C@@H]1CN(C)C	1.6	0.6
O=C(C[C@H]1CC[C@H](NS(=O)(=O)c2ccc(F)cc2)[C@H](CO)O1)NC1CCC1	0.3	0.5
CS(=O)(=O)Nc1ccc2c(c1)[C@@H]1C[C@@H](CC(=O)NCc3cc(F)ccc3F)O[C@@H](CO)[C@@H]1O2	7.2	0.1
C[C@@H]1CCCCO[C@@H](CN(C)Cc2ccc(Cl)c(Cl)c2)[C@H](C)CN([C@H](C)CO)C(=O)c2cc(NC(=O)C3CCCCC3)ccc2O1	-4.5	1.2
C[C@@H]1CN([C@@H](C)CO)C(=O)c2cc(NC(=O)CCC(F)(F)F)ccc2O[C@@H](C)CCCCO[C@H]1CN(C)C(=O)CCC(F)(F)F	-1.8	0.3
C[C@H](CO)N1C[C@H](C)[C@H](CN(C)Cc2ccc(Cl)c(Cl)c2)Oc2c(NC(=O)c3nc4ccccc4s3)cccc2C1=O	-0.6	0.3
C[C@@H]1CN([C@@H](C)CO)C(=O)c2cc(NC(=O)Cn3cnnn3)ccc2O[C@@H]1CN(C)Cc1ccc(Oc2ccccc2)cc1	3.7	0.0

Looked up by structure from above (4):
SMILES	Mtb BioA inh	TcdB inh
O=C(N[C@H]1C=C[C@@H](CC(=O)N2CCN(c3ccccc3)CC2)O[C@H]1CO)c1ccccc1	4.0	0.7
C[C@H]1CN([C@@H](C)CO)S(=O)(=O)c2ccc(-c3cccc(C#N)c3)cc2O[C@@H]1CN(C)C	1.6	0.6
Cc1noc(C)c1NC(=O)Nc1ccc2c(c1)C(=O)N([C@@H](C)CO)C[C@H](C)[C@@H](CN(C)S(C)(=O)=O)O2	-0.6	3.0
C[C@H](CO)N1C[C@H](C)[C@H](CN(C)S(=O)(=O)c2cccs2)Oc2ccc(NC(=O)Nc3ccccc3)cc2CC1=O	0.3	-0.2

The list is partial; rates above refer to the full screens.
